HMGR II inh: inhibitors of class II HMG-CoA reductase from Enterococcus faecalis; purified E. faecalis HMGR, NADPH absorbance 340 nm kinetic; inhibition, % at 10 µM; AID 1066; 0.41% of 190,000 active;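 active = inhibition above a set limit, the median over all tested compounds plus 3 SD, cut at about 9.5% in these data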;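 also: enzyme runs in reverse so mevalonate oxidation gives rising NADPH absorbance; 0% = complete reaction with DMSO and 100% = background rate lacking mevalonate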
PMI act: activators of human phosphomannose isomerase | P34949 | purified human PMI, coupled resazurin fluorescence, 20 min; active compounds read high; 1 = vehicle control, 0 substrate-free wells | activation factor at 20 µM | 0.005% of 190,000 active;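 active = activation factor of 2 or more at 20 µM, relative to plate controls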
Target sequence (P34949 whole entry, looked up): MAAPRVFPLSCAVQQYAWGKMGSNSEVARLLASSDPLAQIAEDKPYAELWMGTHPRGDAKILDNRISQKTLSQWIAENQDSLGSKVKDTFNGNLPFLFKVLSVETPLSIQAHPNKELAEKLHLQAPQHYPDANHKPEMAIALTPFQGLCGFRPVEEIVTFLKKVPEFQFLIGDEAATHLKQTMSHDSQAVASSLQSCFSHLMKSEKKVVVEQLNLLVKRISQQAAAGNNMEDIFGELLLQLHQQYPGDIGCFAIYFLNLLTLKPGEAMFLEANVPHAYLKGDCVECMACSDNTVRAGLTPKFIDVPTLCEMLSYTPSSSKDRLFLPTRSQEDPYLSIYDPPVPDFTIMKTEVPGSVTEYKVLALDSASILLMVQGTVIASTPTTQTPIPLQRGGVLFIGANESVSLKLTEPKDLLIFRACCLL
TNAP inh no acc: blocks human TNAP activity with no phosphate acceptor present | 0.26% of 200,000 active | inhibition, % at 20 µM | AID 1012 | P05186 | purified TNAP, CDP-star luminescence, 30 min;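 active = tissue-nonspecific alkaline phosphatase inhibition above about 50% at 20 µM in the single-dose screen, limit read from the data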;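 also: 0% = DMSO negative control and 100% = EDTA positive control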
Target sequence (P05186 whole entry, looked up): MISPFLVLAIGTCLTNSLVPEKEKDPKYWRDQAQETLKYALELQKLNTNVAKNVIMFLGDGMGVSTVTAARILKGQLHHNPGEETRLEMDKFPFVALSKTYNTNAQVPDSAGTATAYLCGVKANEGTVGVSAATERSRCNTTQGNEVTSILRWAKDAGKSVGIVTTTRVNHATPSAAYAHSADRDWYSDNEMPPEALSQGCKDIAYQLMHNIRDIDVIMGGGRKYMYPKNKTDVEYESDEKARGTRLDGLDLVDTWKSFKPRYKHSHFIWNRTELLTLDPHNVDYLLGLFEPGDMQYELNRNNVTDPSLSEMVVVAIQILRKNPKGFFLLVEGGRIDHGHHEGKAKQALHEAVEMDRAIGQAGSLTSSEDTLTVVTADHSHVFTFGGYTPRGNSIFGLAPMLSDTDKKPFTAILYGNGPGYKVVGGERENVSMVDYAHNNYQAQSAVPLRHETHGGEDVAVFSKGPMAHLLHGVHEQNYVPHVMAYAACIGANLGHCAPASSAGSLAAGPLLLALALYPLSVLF
G6PDH CS: counter-screen for G6PDH assay hits: L. mesenteroides G6PDH inhibition | Purified L. mesenteroides G6PDH, diaphorase/resazurin coupled fluorescence, 45 min | 0.12% of 200,000 active | inhibition, % at 5 µM; in the data active = inhibition above about 50%
FLuc act counter: affects firefly luciferase, flagging false hits in luciferase stimulation screens | P08659 | ATPlite luciferase biochemical, luminescence, 10 min; 0 = ATP-free wells, 1 = DMSO control | activation factor at 10 µM | 200,000 tested, under 10 active;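 active = luciferase activation factor, scaled between plate controls, of at least 2 with compound at 10 µM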
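Assay system – cell-free luciferase reagent · Medium – PBS-based ATP solution · Dosing – test compounds dosed from 2 mM stocks in 100% DMSO · Timing – 10 min, room temperature · Technique – light output (luminescence) · Measure – luminescence gain marking luciferase activators · Controls – No-ATP low control, compound-free enzyme-plus-ATP high control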
PMI act satM6P: PMI (human) activation, high substrate; activation factor at 20 µM; P34949; coupled PMI enzyme assay, resazurin fluorescence, 20 min; active compounds read high; 1 = untreated enzyme, 0 = substrate-free blank; 0.34% of 190,000 active;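 active = activation factor of 2 or more at 20 µM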
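Test system: human phosphomannose isomerase with PGI, G6PDH, diaphorase coupling enzymes; amount: 15 ng/mL PMI; incubation: enzyme reaction with compound 20 min at room temperature; technique: resorufin fluorescence (Ex 544/Em 590 nm) from resazurin via diaphorase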
TNAP act hiacc: activators of human TNAP at high phosphate acceptor concentration; P05186; activation factor at 20 µM; 200,000 tested, under 10 active; purified TNAP, CDP-star luminescence, 1 M DEA, 30 min; active compounds read high; 0 = EDTA background, 1 = DMSO-only activity;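 active = activation factor at least 2 at 20 µM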
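Assay system: human TNAP; Input: enzyme diluted 1/800 final; Reagent: CDP-star luminogenic substrate at 100 µM final; Timing: 30 min, room temperature; Signal: luminescence; Evaluation: TNAP activation factor scaled between EDTA and DMSO control wells.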
TNAP inh hiacc: blocks human TNAP under high phosphate acceptor concentration | 0.03% of 200,000 active | purified TNAP, CDP-star luminescence, 1 M DEA | AID 1135 | inhibition, % at 20 µM | P05186;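 active = over 50% inhibition of tissue-nonspecific alkaline phosphatase at 20 µM in the single-dose screen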;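 also: plate controls were DMSO wells for no effect and EDTA-quenched wells as full inhibition for full effect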
Diaphorase inh: inhibits diaphorase or chemically oxidizes, flagging diaphorase assay artifacts; diaphorase resazurin-to-resorufin fluorescence, NADH, 16 min; bacterial (C. kluyveri) enzyme, not human; inhibition, % at 20 µM; 0.69% of 190,000 active; AID 1217;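 active = primary screen inhibition at 20 µM above a set limit, cut at about 50% in these data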;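 also: plate controls were DMSO with full reaction for no effect and wells lacking NADH for full effect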
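Assay system: diaphorase enzyme from Clostridium kluyveri; Input: enzyme working solution with 0.14 U/mL diaphorase; Timing: 16 min at room temperature; Technique: resorufin fluorescence, excitation 544 nm, emission 590 nm; Benchmarks: positive control minus NADH, DMSO neutral control.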
Diaphorase act: activates diaphorase or chemically reduces, flagging diaphorase assay artifacts; Diaphorase/resazurin coupled assay, resorufin fluorescence, 16 min; active compounds read high; 1 = vehicle wells, 0 = NADH-free wells; activation factor at 20 µM; 0.005% of 190,000 active; AID 1229;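 active = diaphorase activity raised at least twofold by the compound at 20 µM; inactive = activation factor below 2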
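Assay system: bacterial diaphorase enzyme (C. kluyveri) / Input: enzyme 0.07 U/mL final / Medium: 50 mM HEPES pH 7.4 with 4.542 mM MgCl2, 0.005% Tween 20 / Doses: single compound dose of 20 µM, 1% DMSO final / Incubation: 16 min enzyme reaction, ambient temperature / Signal: fluorescence, excitation 544 nm and emission 590 nm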
* hit, by the source's call; nt = no result given.

SMILES	HMGR II inh	PMI act	TNAP inh no acc	G6PDH CS	FLuc act counter	PMI act satM6P	TNAP act hiacc	TNAP inh hiacc	Diaphorase inh	Diaphorase act
COc1ccc(-n2c(Cn3c(=O)sc4ccccc43)nnc2SCC(=O)N2CCOCC2)cc1	-9	1.1	1	6	1.1	1	1.1	-10	8	0.9
COc1cc(NC(=O)CSc2nnnn2Cc2ccc3c(c2)OCO3)cc(OC)c1	-3	1	-8	4	1.1	1	1	-4	3	1
CCOc1cc(CN2CCCC(C(=O)c3cccc(C(F)(F)F)c3)C2)ccc1O (configuration not stated)	-4	1	5	20	1	0.8	1	-4	-19	1.2
O=S(=O)(NC12CC3CC(CC(C3)C1)C2)c1ccc(F)cc1	2	0.9	-7	-4	1	0.9	1.1	-7	26	0.7
CCOC(=O)N1CCC(N2Cc3cccc(C(=O)NCc4ccccn4)c3C2=O)CC1	-5	1	-14	-2	1.1	0.9	1.1	-5	20	0.8
COc1cc(NC(=O)c2ccc3c(c2)OCCO3)ccc1NC(=O)c1ccco1	-2	0.9	-7	20	0.7	0.9	1	-2	5	1
CC(C)C[C@H](NC(=O)OC(C)(C)C)C(=O)N1CCC(C(=O)O)CC1	-5	1	-12	0	1.1	1	1	-5	3	1
COc1cc2c(cc1OC)C(C)N(C(=O)Cn1ncc3c1-c1cc(C)ccc1OC3)CC2 (configuration not stated)	-4	0.9	-13	-28	1	0.9	1	-1	9	0.9
CSCCC(N=CC1=C(O)CC(C)(C)CC1=O)C(=O)O (configuration not stated)	1	1	-12	-11	1.1	1	1	-3	6	0.9
CCOc1cc(C2C(C(=O)OC)=CN(C3CCCC3)C=C2C(=O)OC)cc(Br)c1O	-4	0.9	-14	4	1	0.8	1.1	-6	22	0.8
COc1ccc(OCC(=O)Nc2ccc(S(=O)(=O)N3CCOCC3)cc2)cc1	-3	0.9	-14	4	1.1	1	1	-5	17	0.8
COc1ccc(-c2ccc(C(=O)O)c(=O)[nH]2)cc1	1	1	-9	12	0.9	0.8	1	-4	8	0.9
COc1cccc(OCCOc2cccc(/C=N/n3cnnc3)c2)c1	-1	0.9	2	-37	1	0.9	1.1	-6	24	0.8
Cc1nc(N)sc1-c1csc(Nc2ncccn2)n1	-3	0.9	-21	2	0.7	0.7	1	-4	-8	1.1
COCCNC(=S)N1CCN(c2cccc(C(F)(F)F)c2)CC1	-3	1	-4	3	1	1	1	2	4	1
S=c1nc(-c2ccccc2Cl)n(Cc2cccnc2)c2c1CCCC2	2	0.9	-3	5	1.1	1	1	-2	21	0.8
Cn1c(Cn2c(C(F)(F)F)nc3ccccc32)nc2ccccc21	-4	1.1	-3	11	1.1	1.1	1	-3	11	0.9
Cc1sc2ncn(-n3c(C)ccc3C)c(=O)c2c1C	2	1.1	-9	-3	1	1	1	-1	11	0.9
Cc1cccc(/C=N/n2c(C)cc(C)c(C#N)c2=O)c1	3	1.1	-5	8	1.1	1.1	1	0	5	1
CCN(CC)C(=O)CSc1nc2ccccc2c(=O)[nH]1	-1	0.9	-7	8	1	0.9	1	-1	10	0.9
CC(C)(CNS(=O)(=O)c1ccc(F)cc1)CNS(=O)(=O)c1ccc(F)cc1	1	0.9	-8	-8	1.1	1	1.1	-7	9	0.9
CCNC(=O)c1sc(-c2ccccc2)nc1C	3	1	-1	5	1.1	1	1.1	-7	5	1
Cc1nn2cc(-c3ccc(Cl)cc3)nc2s1	-2	0.9	-8	7	0.6	1	1	1	7	0.9
CCOC(=O)c1ccc(NC(=O)CSc2nnc(C)n2-c2ccccc2)cc1	1	1	-15	-1	1	0.9	1	-4	15	0.8

Random excerpt: 5 records from the list.
SMILES	HMGR II inh	PMI act	TNAP inh no acc	G6PDH CS	FLuc act counter	PMI act satM6P	TNAP act hiacc	TNAP inh hiacc	Diaphorase inh	Diaphorase act
CC(C)(CNS(=O)(=O)c1ccc(F)cc1)CNS(=O)(=O)c1ccc(F)cc1	1	0.9	-8	-8	1.1	1	1.1	-7	9	0.9
Cn1c(Cn2c(C(F)(F)F)nc3ccccc32)nc2ccccc21	-4	1.1	-3	11	1.1	1.1	1	-3	11	0.9
CCOC(=O)c1ccc(NC(=O)CSc2nnc(C)n2-c2ccccc2)cc1	1	1	-15	-1	1	0.9	1	-4	15	0.8
COCCNC(=S)N1CCN(c2cccc(C(F)(F)F)c2)CC1	-3	1	-4	3	1	1	1	2	4	1
Cc1sc2ncn(-n3c(C)ccc3C)c(=O)c2c1C	2	1.1	-9	-3	1	1	1	-1	11	0.9

Following part
SMILES	HMGR II inh	PMI act	TNAP inh no acc	G6PDH CS	FLuc act counter	PMI act satM6P	TNAP act hiacc	TNAP inh hiacc	Diaphorase inh	Diaphorase act
CC(=O)c1ccc(O)c(CO)c1	0	1	-13	-1	1.1	1	1	-4	2	1
O=S(=O)(NC1CCCCCCC1)c1cccs1	0	1	-12	2	1	1.1	1.1	-6	-2	1
CC(=O)c1cccc(NC(=S)NCCC2=CCCCC2)c1	-5	1.1	-6	9	1.1	1	1	-5	20	0.8
Cc1ncoc1C(=O)Nc1ccc2c(c1)OCCO2	nt	0.9	-11	-1	0.6	0.9	1.1	-6	17	0.8
COc1cc(C=C(c2nc3ccccc3s2)c2nc3ccccc3s2)cc(OC)c1O	-1	0.8	-11	34	1	0.5	0.7	29	22	0.8
Cc1sc(N2C(=O)C3C4C=CC(C4)C3C2=O)c(C#N)c1C (configuration not stated)	-1	0.9	-3	13	1	0.9	1	4	10	0.9
Cc1ccc(Cl)cc1NC(=O)Cn1cccc1	-1	1	-21	-2	1.1	1.1	1.1	-8	5	0.9
CN(C)CC(=O)c1c[nH]c2ccccc12	-3	1	-7	2	1	0.9	1	1	5	1
CC(=O)NCCn1c(SCC(=O)NCCc2ccc(S(N)(=O)=O)cc2)nc2ccccc2c1=O	-2	0.6	-13	3	1	1	1	0	7	0.9
COc1ccc(-c2nc(CNS(=O)(=O)c3ccc(OC)c(OC)c3)cs2)cc1	-11	0.9	-8	-20	1.1	1	1.1	-7	7	0.9
CCCC(=O)c1ccc2c(c1)OCCO2	-6	1.1	-8	2	1	1.1	1	-2	10	0.9
CCOC(=O)c1ccc(Nc2nnc(C(C)(C)C)c(=O)[nH]2)cc1	-3	0.8	-4	3	0.9	1	1	1	13	0.9
Cc1cccc(CCNC(=O)CCc2nnc(CCc3ccccc3)o2)n1	-4	0.9	-11	0	1	1	1.1	-6	12	0.9
O=C(NCc1cccs1)c1ccc(S(=O)(=O)N2CCCCC2)cc1	-4	1.1	-1	8	1	1.1	1.1	-5	0	1
CCCCCC1CCC(C(=O)NNC(=S)NCC)CC1 (configuration not stated)	-2	1.1	-9	6	1.1	1.1	1	-4	1	1
Cn1c(Oc2ccc(Cl)cc2)c(C=O)c2ccccc21	-5	1	7	4	1.1	1	1	-4	12	0.9
Cc1nc(CSc2ccc(Cl)cc2)cc(NCc2ccccc2)n1	-10	1	-22	2	1.1	1	1	-4	11	0.9
CN1CCCC1CCNS(=O)(=O)c1ccc(Br)cc1 (configuration not stated)	-7	1	-3	1	1	1.1	1	4	6	0.9
O=C(C1CC(c2ccc(F)cc2)=NO1)N1CCN(c2ccccc2)CC1 (configuration not stated)	0	0.9	-11	1	1	0.9	1.1	-10	24	0.8
CC(=O)c1ccc(N2CCN(C(=O)c3cc(C)on3)CC2)cc1	-2	1.1	-9	0	1	1.1	1	-2	1	1
COC(=O)CSc1nc(N)c(NC(=O)c2ccc(OC)c(OC)c2)c(=O)[nH]1	-4	0.8	5	-10	1.1	0.9	1	-3	9	0.9
CCC(C)NC(=O)CSc1nc2cc3c(cc2c(=O)n1Cc1ccco1)OCO3 (configuration not stated)	-3	1	-14	4	1	0.9	1	-4	7	0.9
CCOC(=O)c1nc(NCc2ccccc2F)c2ccccc2n1	1	1.1	-10	10	1	1.1	1.1	-6	-12	1.1
COc1ccccc1/C=C1\CCCC2=C1Nc1nnnn1C2c1ccccc1OC (configuration not stated)	1	1.1	-2	-4	1	1	1	1	11	0.9
Cc1c(Cl)cccc1N/C(SCC(=O)N1CCCCCC1)=C(/C#N)c1nc2ccccc2s1	-1	1	-7	-3	1.1	1	1	-2	13	0.9
Cc1occc1C(=O)Nc1cccc(C(=O)NCc2ccccc2)c1	0	0.8	-7	3	1.1	0.9	1	-2	14	0.9
O=C(NC(C(=O)O)c1ccccc1)c1ccc(S(=O)(=O)N2CCOCC2)cc1 (configuration not stated)	1	1	-15	3	1	1	1	-3	4	1
CCOC(=O)CC(=O)CSc1nc2c(cc1C#N)CCCCCC2	-2	1	-100	4	1	1	1	-4	27	0.7
COCC(=O)Nc1nnc(SCC(=O)NCc2cccs2)s1	0	0.9	-11	6	1	0.9	1.1	-5	22	0.8
Cc1nn2c(-c3ccncc3)ccnc2c1Br	2	1.2	-3	-3	1	1.1	1	5	-17	1.2
Cc1ccccc1C1CC(c2cccs2)=NN1S(C)(=O)=O (configuration not stated)	-7	1	-23	0	1.1	1	1.1	-6	8	0.9
O=C1C=CC(=O)N1c1ccc(OC(F)F)cc1	4	1.3	-11	-11	0.9	1.7	1	-2	11	0.9
O=C(CSc1nc2ccccc2c(=O)n1CCCC(=O)N1CCCC1)NCc1ccco1	1	1	-12	-4	1.1	1.1	1.1	-6	8	0.9
Cc1ccc(NC(=S)N2CCCN(Cc3ccc(F)cc3)C2)c(C)c1	0	1.1	-5	6	1.1	1	1	-2	4	1
Cc1ccc(-c2nc(SCC(=O)NCC3CCCO3)c(-c3ccc(C)cc3)[nH]2)cc1 (configuration not stated)	4	0.8	-10	19	1	0.9	1	3	7	0.9
O=S(=O)(c1cccc2nsnc12)N1CCc2ccccc2C1	3	1.1	-7	-3	1.1	1	1	1	4	1
Cc1ccc(-c2[nH]nc3c2C(c2ccccc2OC(=O)N2CCOCC2)C(C#N)=C(N)O3)cc1 (configuration not stated)	-8	1	6	7	1.1	0.9	1	-2	10	0.9
CCOC(=O)c1c(NC(=O)CSC(=S)N(C)C)sc(C)c1C	2	1	-5	-6	1.1	1	1	-2	13	0.9
CCOC(=O)/C(C)=N/NC(=O)c1ccc([N+](=O)[O-])cc1	1	1	-43	2	1	1	1	4	2	1

Random draw from the library (roughly 1.7% active in at least one column).
